Source: PubChem
PglD DTNB – C. jejuni PglD acetyltransferase inhibitors, primary screen, biochemical, DTNB colorimetric, single point. UDP-N-acetylbacillosamine N-acetyltransferase PglD (Campylobacter jejuni). inhibition, % at 12.5 µM. purified PglD enzyme, DTNB colorimetric CoA detection. actives 0.098% (n = 360,000). AID 602405, 2012; in the data active = inhibition above about 16%, passing the limit was not always enough; inconclusive = no clear call, values can overlap the other calls; also: strong numbers were not always called active
Statin myotox sup – suppressors of statin myotoxicity in C2C12 myotubes, primary screen, cell-based, single point, plate reader | actives 0.78% (n = 330,000) | rescue of ATP level, % at 7.49 µM | C2C12 myotubes + simvastatin, ATP luminescence, 48 h; scaled: DMSO 0, geranylgeraniol control 100 | AID 602340, 2012;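 active = mean ATP rescue above about 67%, or every replicate alone reaching that limit, limit read from the data, passing the limit was not always enough; inconclusive = no clear call, values can overlap the other calls; inactive = mean under the limit and some replicate under it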;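 also: myotubes were challenged with 10 µM simvastatin during compound exposure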
SIRT5 inh – SIRT5 desuccinylase inhibitors, primary screen, biochemical, fluorescence imaging, single point, set 5; AID 652115, 2013; inhibition, % at 15 µM; NAD-dependent protein deacylase sirtuin-5, mitochondrial (Homo sapiens), Q9NXA8; Purified SirT5, succinyl-peptide AMC, trypsin-coupled fluorescence; actives 1.1% (n = 330,000); in the data active = inhibition above about 15%; inconclusive = no clear call, values can overlap the other calls
Target sequence (Q9NXA8 whole entry, looked up): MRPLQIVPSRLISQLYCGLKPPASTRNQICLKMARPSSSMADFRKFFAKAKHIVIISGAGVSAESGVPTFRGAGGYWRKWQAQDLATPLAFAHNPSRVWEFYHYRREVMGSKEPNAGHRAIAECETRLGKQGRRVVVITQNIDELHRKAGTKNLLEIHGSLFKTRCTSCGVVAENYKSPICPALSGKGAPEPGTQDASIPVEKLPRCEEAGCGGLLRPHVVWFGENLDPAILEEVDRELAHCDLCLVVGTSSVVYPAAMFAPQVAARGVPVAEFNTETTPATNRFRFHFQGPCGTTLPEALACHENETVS
DENV2 CPE rescue – inhibitors of DENV2 cytopathic effect, primary screen, cell-based, plate reader, single concentration | DENV2-infected cells, cytopathic effect rescue | CPE inhibition, % at 9.99 µM | actives 1.7% (n = 350,000); in the data active = CPE inhibition above about 20%, passing the limit was not always enough; inconclusive = no clear call, values can overlap the other calls; tested in BHK-21 cells;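 also: 0% = median of neutral control wells and 100% = median of positive control wells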
S100A4 inh HTS – inhibitors of S100A4-myosin IIA peptide binding, primary screen, biochemical, fluorescence polarization, TAMRA-MyoIIA peptide; Protein S100-A4 (Homo sapiens), P26447; inhibition, % at 10.7 µM; actives 0.14% (n = 360,000); AID 652163, 2013;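 active = mean inhibition of at least 70% across replicates, with every replicate also reaching that level; inconclusive = mean inhibition reaches 70% but some replicates fall short; inactive = mean inhibition below 70%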
Target sequence (P26447 whole entry, looked up): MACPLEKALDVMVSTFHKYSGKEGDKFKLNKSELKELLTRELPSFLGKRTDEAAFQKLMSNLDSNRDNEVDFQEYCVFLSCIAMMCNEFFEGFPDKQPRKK
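Material: S100A4 monomer protein | Medium: HEPES pH 7.2 with CaCl2, KCl, NaCl, DTT, Triton | Reagent: Labelled myosin peptide probe, 5 nM | Doses: One dose per compound | Times: 5 min incubation before reading | Benchmarks: Neutral control DMSO, positive control TFP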
ERp5 block – inhibitors of ERp5-driven insulin aggregation, primary screen, biochemical, turbidity, absorbance 650 nm, single point. inhibition, % at 9.99 µM. AID 651711, 2012. actives 0.05% (n = 350,000). Protein disulfide-isomerase A6 (Homo sapiens), Q15084. 90 min;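 active = mean replicate inhibition above about 25%, with every replicate also reaching it, limit read from the data, passing the limit was not always enough; inconclusive = only one of those two criteria met; inactive = neither criterion met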
E-selectin induc – E-selectin induction in HUVECs, primary screen, imaging, HUVEC, immunofluorescence imaging, single point | AID 686992, 2013 | activation, % at 7.58 µM | P16581 | actives 0.37% (n = 260,000) | normalized: neutral wells 0, TNF-alpha wells 100;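 active = mean E-selectin-positive cell signal at least 10% of the positive control, reached in at least 60% of replicates, without over 20% cell loss; inconclusive = no rule given, readout overlaps actives, possibly toxicity-flagged; inactive = the rest, including those meeting only one limit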;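 also: in these data hits start at about 27%; measured in HUVEC primary endothelial cells; signal is the percent of cells scored E-selectin positive by PE staining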
Target sequence (P16581 whole entry, looked up): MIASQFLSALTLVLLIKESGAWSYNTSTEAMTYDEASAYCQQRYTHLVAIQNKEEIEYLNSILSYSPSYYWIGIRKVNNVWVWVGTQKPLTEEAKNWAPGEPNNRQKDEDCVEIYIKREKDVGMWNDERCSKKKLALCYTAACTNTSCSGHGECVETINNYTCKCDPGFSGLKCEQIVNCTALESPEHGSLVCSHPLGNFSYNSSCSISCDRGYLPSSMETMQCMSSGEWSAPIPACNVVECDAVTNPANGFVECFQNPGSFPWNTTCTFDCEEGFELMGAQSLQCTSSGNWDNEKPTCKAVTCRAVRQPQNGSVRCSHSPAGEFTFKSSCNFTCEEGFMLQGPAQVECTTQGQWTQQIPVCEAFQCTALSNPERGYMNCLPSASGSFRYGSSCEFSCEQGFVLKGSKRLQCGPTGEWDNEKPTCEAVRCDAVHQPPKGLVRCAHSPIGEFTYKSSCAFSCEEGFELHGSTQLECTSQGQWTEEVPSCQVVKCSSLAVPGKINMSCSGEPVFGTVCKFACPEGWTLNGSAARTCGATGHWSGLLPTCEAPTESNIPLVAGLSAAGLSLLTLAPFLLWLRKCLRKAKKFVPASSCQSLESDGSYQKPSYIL
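Assay system: HUVEC, human umbilical vein endothelial cells / Amount: 3,000 HUVEC/well / Controls: TNF-alpha positive control, DMSO neutral control / Compound dosing: single concentration / Medium: EGM-2 over gelatin coat / Evaluation: percent E-selectin-positive cells / Signal: immunofluorescence imaging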
* hit, by the source's call; ? = inconclusive; . = not tested or not shown. Only part of the results is shown; the hit share may differ from the screen's.

No.	compound	PglD DTNB	Statin myotox sup	SIRT5 inh	DENV2 CPE rescue	S100A4 inh HTS	ERp5 block	E-selectin induc
1	COc1ccc(NC(=O)Nc2cccc3c2O[C@H](CN(C)S(=O)(=O)c2ccc(C)cc2)[C@@H](C)CN([C@H](C)CO)C3=O)cc1	-1	-33	3	1	2	10	-1.2
2	O=C(NCCN1CCC(n2c(=O)[nH]c3ccccc32)CC1)c1cccnc1	.	.	-5	3	-10	7	0.3
3	C[C@@H]1CN([C@H](C)CO)C(=O)c2cccc(NS(C)(=O)=O)c2O[C@H]1CN(C)C	3	8	-1	9	1	-2	-2.1
4	O=C(COc1ccccc1)NCc1n[nH]c(=S)n1-c1ccccc1	.	.	0	-2	3	3	5.4
5	COc1ccccc1C(=O)c1nc2ccccc2n1C	-3	9	1	?	-1	2	.
6	CO[C@H]1CN(C)C(=O)c2cc(NC(=O)NC(C)C)ccc2OC[C@@H](C)N(Cc2ccccc2)C[C@H]1C	3	12	-2	1	-4	-2	-0.3
7	CC(C)(C)OC(=O)NCCCCCNC(=O)c1[nH]cnc1C(=O)Nc1ccc(Cl)cc1	-3	8	.	-5	-3	-7	-0.2
8	COc1cc2c3c(c1OC)C1(C=CC(=O)C=C1)CC3N(C(C)=O)CC2 (configuration not stated)	-3	.	-1	.	5	0	.
9	CCc1ccc(OCCCC(=O)O)c(Br)c1	5	-24	-3	2	3	-3	.
10	COc1ccc(OCC(=O)Nc2c(Cl)ccc3nsnc23)cc1	4	.	1	5	2	4	.
11	COc1cccc(Nc2nc(C(N)CC(C)C)cs2)n1 (configuration not stated)	-4	-13	-6	-1	-4	1	0.1
12	CC(C)NC(=O)N(C)C[C@H]1Oc2cc(C#C[C@H](C)O)ccc2S(=O)(=O)N([C@@H](C)CO)C[C@@H]1C	3	8	0	-2	4	-3	0.4
13	O=C(CCN1CCCCC1)N[C@@H]1CC[C@@H](CCn2cc(-c3ccccc3)nn2)O[C@H]1CO	2	-2	-2	1	7	0	0.2
14	Cc1ccc(C(O)c2ncc(-c3ccccc3C(F)(F)F)[nH]2)cc1F (configuration not stated)	5	-10	.	-5	1	-1	0.1
15	CCC(=O)Nc1ccc(S(=O)(=O)N2CCOCC2)cc1	5	14	-5	1	-3	-1	.
16	CCCCNC(=O)C1(C)CCC(=O)N1CCOc1ccccc1 (configuration not stated)	3	0	-1	-1	-15	-2	0.0
17	CCS(=O)(=O)N1CCC(C(=O)NCCCN2CCCCCC2)CC1	3	5	-3	-5	-12	7	.
18	COc1cccc(OC)c1OCCN1CCCC1	0	-7	21*	0	1	5	.
19	COc1ccccc1-n1c(SCC(=O)O)nc2sc3c(c2c1=O)CCC3	.	.	3	.	5	6	-0.1
20	CC(C)[C@H](NC(=O)c1ccccc1)C(=O)OCC(=O)Nc1ccc(Cl)cc1C(F)(F)F	-7	.	-6	-6	2	7	-0.8
21	CN1CCN(C(=O)c2cc3cc(F)ccc3[nH]2)CC1	-1	4	1	2	7	0	.
22	C[C@@H]1CN([C@@H](C)CO)C(=O)c2cccc(NS(=O)(=O)c3cccs3)c2O[C@H]1CN(C)S(=O)(=O)c1cn(C)cn1	-3	22	-1	-4	-2	10	-0.3
23	Cc1c(NS(=O)(=O)c2cccc(C(=O)Nc3ccc(SC(F)F)cc3)c2)c(=O)n(-c2ccccc2)n1C	2	-2	0	-12	-12	-5	2.5
24	CN(C)C(=O)C[C@H]1CC[C@@H](NC(=O)Nc2cccc(F)c2)[C@@H](CO)O1	-1	0	-17	17	-1	0	-0.5
25	O=C(c1ccc(=O)[nH]c1)N1CCN(S(=O)(=O)c2cc(C(F)(F)F)ccc2Cl)CC1	-1	25	0	1	0	-2	0.1

Next section:
No.	compound	PglD DTNB	Statin myotox sup	SIRT5 inh	DENV2 CPE rescue	S100A4 inh HTS	ERp5 block	E-selectin induc
26	CCc1cccc(NC(=O)C2CCCN(c3cnccn3)C2)c1 (configuration not stated)	4	-3	9	-1	9	5	8.4
27	CCCC#Cc1cnc2c(c1)C(=O)N([C@@H](C)CO)C[C@H](C)[C@@H](CN(C)C(=O)Cc1ccccc1)O2	1	57	3	?	3	1	-0.1
28	COCCNC(=O)C1(C)CCN(C(=O)c2ccc(SC(F)(F)F)cc2)C1 (configuration not stated)	-1	3	.	6	-8	1	0.0
29	Cc1noc(C)c1S(=O)(=O)N(C)C[C@H]1Oc2ccc(NS(=O)(=O)c3ccc(F)cc3)cc2CC(=O)N([C@H](C)CO)C[C@@H]1C	.	10	0	1	-14	5	-0.2
30	O=C(NCCOc1ccc(F)cc1)c1ccccc1SCc1ccccc1	.	-14	3	5	0	2	0.0
31	Clc1ccccc1-c1ccc2nccn2c1	8	3	.	1	15	-1	1.6
32	CCN(CC)c1ccc(/C=N/NC(=O)Cc2ccc(OC)c(OC)c2)cc1	.	.	.	-2	1	0	36*
33	CN1C(=O)c2cc(NC(=O)c3cscn3)ccc2OC[C@@H]2O[C@H](CC(=O)NCC3CC3)CC[C@H]21	1	7	.	12	.	.	-0.1
34	COc1ccc(-n2nc(C)c3onc(C)c3c2=O)cc1	8	.	-6	3	3	-5	4.6
35	CCN(CC)c1ccc(/C=N/N2CCN(Cc3ccc(Cl)cc3)CC2)c(O)c1	.	.	-3	17	-2	2	.
36	CCCC(=O)Nc1ccccc1NC(=O)c1ccc(OCC)cc1	.	9	-4	7	5	-5	.
37	O=C(CN(CCc1ccccc1)S(=O)(=O)c1ccc(Cl)cc1)N/N=C/c1ccccc1C(=O)O	.	.	-6	-2	11	0	-0.1
38	COc1ccc2[nH]c3c(c2c1)CCN1C(=O)C(CC(=O)NCc2ccco2)C[C@H](C(=O)N(C(C)C)C(C)C)[C@@]31C (some centres not stated)	2	19	-8	8	10	-2	-0.1
39	OCCN1CCN(CC(O)C(F)(F)F)CC1 (configuration not stated)	.	.	-1	-5	5	0	0.0
40	Cc1noc(C)c1CSCC(=O)OCC(=O)Nc1ccc(OC(F)(F)F)cc1	2	2	3	5	-2	0	-0.1
41	COc1ccc(C(=O)NNC(=O)Cn2nc(C)cc2C)cc1S(=O)(=O)N1CCOCC1	.	5	4	17	0	-11	-0.2
42	C/C(=N/NC(=O)c1ccncc1)c1c[nH]c2ccccc12	.	8	0	10	1	1	.
43	O=C(COC(=O)c1ccc2c(c1)S(=O)(=O)N=C1CCCCCN12)NCCc1ccc(F)cc1	-1	-7	1	2	2	9	1.5
44	CCOc1ccc(C(=O)NCC(=O)OCC(=O)N2CCCC2)cc1	.	.	-5	.	-3	1	.
45	C[C@@H]1CN([C@@H](C)CO)C(=O)c2cc(NC(=O)Nc3ccc(C(F)(F)F)cc3)ccc2O[C@H]1CN(C)C(=O)Nc1ccc2c(c1)OCO2	2	-51	-5	8	-5	-9	-0.7
46	O=C(CN1CCN(S(=O)(=O)N2CCCCC2)CC1)Nc1cc(Cl)cc(Cl)c1	-2	-11	0	8	3	2	0.7
47	CCOC(=O)c1sc(=NC(=O)/C=C/c2ccccc2)n(C)c1C	-1	5	-1	4	-2	-1	3.8
48	COc1cccc(C(=O)NCCNc2nc3cc(C)cc(C)c3cc2C#N)c1	.	.	-4	-1	-4	-10	0.0
49	Cc1cccc(S(=O)(=O)N2C[C@@H]3[C@H](c4ccccc42)[C@@H](CO)N3C(=O)c2ccccc2)c1	1	17	3	-7	3	1	0.0
50	COC(=O)c1c(NC(C)=O)sc(C(=O)Nc2ccccc2C)c1C	.	.	-1	-1	1	-18	.

Reformatted: two of the compounds above
[45] C[C@@H]1CN([C@@H](C)CO)C(=O)c2cc(NC(=O)Nc3ccc(C(F)(F)F)cc3)ccc2O[C@H]1CN(C)C(=O)Nc1ccc2c(c1)OCO2
[46] O=C(CN1CCN(S(=O)(=O)N2CCCCC2)CC1)Nc1cc(Cl)cc(Cl)c1
Assay by compound | 45 | 46
PglD DTNB | 2 | -2
Statin myotox sup | -51 | -11
SIRT5 inh | -5 | 0
DENV2 CPE rescue | 8 | 8
S100A4 inh HTS | -5 | 3
ERp5 block | -9 | 2
E-selectin induc | -0.7 | 0.7

The results go on:
No.	compound	PglD DTNB	Statin myotox sup	SIRT5 inh	DENV2 CPE rescue	S100A4 inh HTS	ERp5 block	E-selectin induc
51	C[C@@H]1CN([C@H](C)CO)C(=O)c2cccc(NS(=O)(=O)c3cccs3)c2O[C@H]1CN(C)C(=O)Nc1ccc(F)cc1	4	4	0	-2	15	2	-0.1
52	C[C@H](O)C#Cc1cnc2c(c1)C(=O)N([C@H](C)CO)C[C@H](C)[C@@H](CN(C)C(=O)CN(C)C)O2	1	.	-3	2	6	-5	0.4
53	COc1ccc(N2C[C@H](Cc3ccccc3)[C@@H](CC(=O)Nc3ccccc3)C2=O)cc1	-3	-1	10	-6	1	6	-0.8
54	Cc1ccc(S(=O)(=O)N(C)C[C@H]2Oc3c(NC(=O)Nc4ccc(F)cc4)cccc3C(=O)N([C@@H](C)CO)C[C@@H]2C)cc1	-2	-14	-6	-10	5	4	0.9
55	CC1CN(CCCCSc2ccccc2)CC(C)O1 (configuration not stated)	1	12	6	?	-4	2	0.5
56	O=C(COc1ccccc1)NC1CCCN(Cc2ccccc2F)C1 (configuration not stated)	.	22	-1	1	-8	7	.
57	COc1ccc(S(=O)(=O)N2CCCCC2)cc1NC(=O)c1ccc(=O)[nH]c1	.	.	7	-2	6	2	.
58	Cc1cccc(C)c1NC(=O)c1cccc(COc2cc(Cl)ccc2Cl)c1	3	3	.	.	.	.	0.0
59	Cc1ccc(S(=O)(=O)NC2CCCCCC2)cc1C(N)=O	2	6	-1	20	-9	3	-0.6
60	Cc1sc2nc(SCC(=O)C(C)(C)C)n(Cc3ccco3)c(=O)c2c1C	5	-20	.	.	.	.	2.5
61	CC(C(=O)N1CCN=C1c1ccccc1)N1C(=O)c2ccccc2C1=O (configuration not stated)	-1	.	-1	?	-4	3	-0.1
62	Cc1ccccc1C(=O)N1CC(=O)Nc2ccc(F)cc2C1c1ccccc1 (configuration not stated)	-1	6	-6	17	0	3	.
63	Cc1cc(C)c(C(=O)COC(=O)c2cccnc2Cl)c(C)c1	.	.	-4	-3	-1	0	-0.8
64	Cc1nnnn1-c1ccc(CC(=O)O)cc1	.	-9	-1	-12	1	2	.
65	Cc1ccc2c(c1)-c1c(cnn1CC(=O)N(Cc1ccco1)C1CCCCC1)CO2	-5	-5	-10	1	0	9	0.4
66	CN(CC1CCN(CCc2cccc(C(F)(F)F)c2)CC1)C(=O)c1ccc(F)cc1F	5	6	1	14	-58	-2	.
67	Cc1cc(C)cc(-n2nnc3ccccc3c2=O)c1	-2	5	4	2	-21	-8	-0.2
68	COc1cc(/C=N/c2oc(C)c(C)c2C#N)cc(Br)c1O	6	6	.	5	-31	3	.
69	COc1cccc(/C=C2/CCC(CN(C)C)C2=O)c1 (configuration not stated)	.	.	.	19	2	-1	0.1
70	COc1cc(/C=C/C(=O)OCC(=O)NC2CC2)cc(S(=O)(=O)N2CCc3ccccc32)c1OC	-2	0	1	4	2	-1	.
71	CNC[C@H]1OCCCC[C@H](C)Oc2ccc(NC(=O)Nc3ccccc3)cc2C(=O)N([C@H](C)CO)C[C@@H]1C	1	26	-2	0	-2	0	1.2
72	Cc1csc(=O)n1CCC(=O)OCC(=O)Nc1ccc(N2CCOCC2)cc1	7	3	.	0	-1	2	0.2
73	C/C=C/c1ccc2c(c1)O[C@H](CN(C)C(=O)COC)[C@@H](C)CN([C@H](C)CO)S2(=O)=O	0	10	-2	-2	-4	.	-0.1
